EPAC1 agonist: agonists of human EPAC1 | O95398 | EPAC1 agonist qHTS, biochemical assay; response scale: 100% = response to 6.5 mM cAMP | Potency, µM (top dose mostly 154 µM), inactives show top-dose activation, hits mostly activators | 360,000 compounds, 0.073% hits | AID 720707; further: potency means the concentration at half of the fitted maximal effect; nearly all actives have a fitted effect of over 60% in size
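EPAC1 100 nM, Rap1B–BODIPY-GDP 250 nM, unlabeled GDP 50 uM; compound titration; 5 min RT; kinetic read ex480/em540 at 5-min intervals ×30 min; data normalized to 6.5 mM cAMP agonist control.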
PLK1 PBD inh: PLK1 (human) polo-box domain binding inhibition; P53350; Plk1 PBD binding of FITC phosphopeptide, fluorescence polarization; Potency, µM, without a hit: max response, negative = inhibition, actives largely listed as inhibitors; 360,000 compounds, 2.8% hits; AID 720504; further: potency means the concentration at half of the fitted maximal effect; series mostly up to about 57 µM; on the % scale 0 is the no-effect control and ±100 the full control effect; nearly all actives have a fitted effect of over 65% in size
Target sequence (P53350 whole entry, looked up, the tested form may be a part): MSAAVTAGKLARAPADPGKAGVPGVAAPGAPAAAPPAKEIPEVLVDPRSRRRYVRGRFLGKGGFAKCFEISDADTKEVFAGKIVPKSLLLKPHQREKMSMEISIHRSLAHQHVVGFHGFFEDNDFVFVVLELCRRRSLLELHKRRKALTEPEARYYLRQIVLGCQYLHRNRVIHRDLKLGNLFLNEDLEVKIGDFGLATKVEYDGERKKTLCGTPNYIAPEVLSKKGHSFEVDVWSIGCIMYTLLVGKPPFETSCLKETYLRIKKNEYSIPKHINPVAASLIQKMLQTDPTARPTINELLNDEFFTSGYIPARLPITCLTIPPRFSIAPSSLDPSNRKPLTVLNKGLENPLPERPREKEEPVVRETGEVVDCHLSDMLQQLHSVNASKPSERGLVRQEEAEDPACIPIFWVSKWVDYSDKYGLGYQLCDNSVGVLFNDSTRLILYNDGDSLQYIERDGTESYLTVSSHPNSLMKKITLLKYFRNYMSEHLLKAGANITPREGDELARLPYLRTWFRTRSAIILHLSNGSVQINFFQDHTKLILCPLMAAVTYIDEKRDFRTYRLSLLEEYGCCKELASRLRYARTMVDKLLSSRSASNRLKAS
EPAC1 antag: blocks human EPAC1 exchange factor; 360,000 compounds, 0.14% hits; EPAC1 GEF assay, Rap1b-BODIPY-GDP exchange fluorescence; Potency, µM (highest dose often 115 µM), without a hit: at the highest dose activity change, negative = inhibition, usual class: inhibitors;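 further: potency means the concentration at half of the fitted maximal effect; plate controls were vehicle for no effect and positive control for full effect; nearly all actives have a fitted effect of over 50% in size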
EPAC2 agonist: EPAC2 (human) agonism. Q8WZA2. EPAC2 activation, biochemical qHTS; response scale: 100% = 6.5 mM cAMP response. Potency, µM (doses to about 154 µM), for inactives: at the top dose activation, usual class: activators. 360,000 compounds, 0.079% hits. AID 720711; further: potency means the concentration at half of the fitted maximal effect; nearly all actives have a fitted effect of over 50% in size
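Each well held 100 nM EPAC2, 250 nM RAP1B-BODIPY-GDP and 50 uM GDP. Fluorescence, read at 5-min intervals to 30 min, was referenced to a 6.5 mM cAMP positive control.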
CCT modulator: changes cytosolic chaperonin activity. 360,000 compounds, 0.3% hits. activity change, % (test concentration not listed), hits read low. purified chaperonin ATPase assay, HTRF ADP detection, 30 min; in the data active means activity change below about -30%; further: on the % scale 0 is the no-effect control and ±100 the full control effect
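ATPase activity: ADP formed was measured by HTRF Transcreener (665/615 nm ratio) after 30 min at 37 deg C with 10 uM ATP. Compounds screened at one 76 uM concentration against 40 or 20 nM TRiC in Tris pH 7.4/KCl/MgCl2/DTT buffer.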
WRN helicase inh: blocks human WRN helicase. Q14191. Potency, µM (doses to about 114 µM), for inactives: at the top dose activity change, negative = inhibition, most hits filed as inhibitors. 360,000 compounds, 0.46% hits. WRN helicase unwinding, fluorescent forked duplex, kinetic; further: potency means the concentration at half of the fitted maximal effect; on the % scale 0 is the no-effect control and ±100 the full control effect; nearly all actives have a fitted effect of over 55% in size
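Kinetic fluorescence helicase assay: unwinding of a quenched forked DNA duplex (100 nM final) with 2 mM ATP final raises red fluorescence (525/598 nm). Compounds sat 15 min at room temperature with 20 nM WRN beforehand.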
IL2 activator: activators of IL-2 | activation, % (series mostly up to about 46 µM) | IL-2 activation reporter assay, cell-based qHTS; stimulated with anti-CD3/CD4/CD28 beads; in transgenic mouse T cells | 360,000 compounds, 0.065% hits; in the data active means activation above about 50%; inconclusive means mostly about 30% to 49%; further: 0% is about no effect
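Using fluorescent plate cytometry, EGFP and DsRed are detected in transgenic mouse T cells stimulated 18 h at 37 degrees C with antibody-coated beads after 60 min compound pretreatment.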
PI5P4Ka inh: blocks human PI5P4K alpha kinase activity; 330,000 compounds, 1.2% hits; max response, %; P48426; PI5P4Kalpha enzyme, ADP-Glo luminescence, 60 min; active compounds read low; active means max response of -50% or lower; inconclusive means between -30% and -50%; inactive means -30% or higher; further: value at the top dose of about 77 µM; on the % scale 0 is the no-effect control and ±100 the full control effect
Target sequence (P48426 whole entry, looked up): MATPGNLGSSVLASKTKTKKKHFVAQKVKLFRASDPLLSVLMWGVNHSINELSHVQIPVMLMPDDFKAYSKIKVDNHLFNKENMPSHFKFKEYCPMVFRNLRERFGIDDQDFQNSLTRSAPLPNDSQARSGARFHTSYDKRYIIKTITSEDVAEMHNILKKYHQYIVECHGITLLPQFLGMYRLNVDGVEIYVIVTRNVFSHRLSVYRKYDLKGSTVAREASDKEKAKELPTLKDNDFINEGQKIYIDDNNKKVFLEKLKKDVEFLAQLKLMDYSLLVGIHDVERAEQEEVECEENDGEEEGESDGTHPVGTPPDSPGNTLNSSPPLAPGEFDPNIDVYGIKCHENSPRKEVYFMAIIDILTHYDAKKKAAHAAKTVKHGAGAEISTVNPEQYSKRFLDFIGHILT
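qHTS, 1536-well: enzyme/substrate mix, compound by pin tool, 5 microM ATP final; RT 60 min; ADP-Glo reagents 1 (45 min) then 2 (30 min); luminescence.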
* marks the source's active call; other numbers are inactive results; ? = inconclusive; · = no result given; [ ] = dose if it differs, or a comment. Unless noted, the call rests on the fitted dose curve; in most records, active means well fitted curve in the direction sought with a large enough effect; inconclusive means small, poorly fitted or top-dose-only effect, or another doubt; inactive means no such curve, though single readings can be large; an effect the other way counts as inactive or inconclusive.

SMILES | EPAC1 agonist | PLK1 PBD inh | EPAC1 antag | EPAC2 agonist | CCT modulator | WRN helicase inh | IL2 activator | PI5P4Ka inh
CC(NS(=O)(=O)c1cccc(Cl)c1F)[C@H](O)c1ccccc1 (some centres not stated) | -8.4% | -0.6% | 9.0% | 7.0% | -0.7 | 1.2% | -2.1 | -4.5
CCCN1CCC(NCC(C)c2ccccc2)CC1 (configuration not stated) | 3.8% | -5.0% | -22.8% | 2.1% | 0.2 | -3.4% | 1.9 | 6.1
Cc1[nH]c2ccccc2c1C(=O)CN1CCC2(CC1)OCCO2 | 10.2% | -12.2% | 0.0% | -4.8% | 0.4 | 9.3%[57.1 µM] | -0.2 | 4.5
O=C(O)C1C2CCC(C2)C1C(=O)NCCC1=CCCCC1 (configuration not stated) | -0.4% | -6.4% | 0.6% | 9.4% | 1.5 | -2.1% | -0.3 | 1.6
COc1ccc(S(=O)(=O)N2CCCC2=O)cc1N(C)S(C)(=O)=O | -12.8% | -7.9% | 9.6% | 7.7% | -0.3 | 10.0% | 0.1 | -2.1
COc1ccc(CN2C(=S)NC(C)(C)CC2(C)O)cc1 (configuration not stated) | -4.0% | 0.2% | -1.7% | -4.8% | -1.8 | 3.5% | -1.7 | 0.7
COc1ccc2sc(N(CCCN(C)C)C(=O)c3nc4ccccc4s3)nc2c1 | 1.7% | -14.4% | 6.5% | 8.6% | -2.5 | 7.1% | -3.6 | -29.9
C#CCNC(=O)/C=C/c1ccc(OC)cc1 | -16.3% | -1.5% | -2.5% | 4.4% | 1.7 | -2.5% | 0.4 | -5.1
COc1ccc2[nH]c3c(c2c1)CCN1C(=O)C(CC(=O)NCCCN(C)C)C[C@H](C(=O)N(C(C)C)C(C)C)[C@@]31C (some centres not stated) | 10.4% | -0.1% | -1.0% | 4.3% | 1.8 | -4.3% | -0.3 | -0.7
CC1(C(=O)N2CCN(C(=O)c3ccco3)CC2)CCN1Cc1ccccc1OC(F)F (configuration not stated) | 17.0% | -4.5% | -5.1% | 12.4% | 2.1 | 4.1% | 0.7 | -1.9
O=[N+]([O-])c1cccc(CN2[C@@H](Cc3ccccc3)COCCS2(=O)=O)c1 | -11.2% | 0.8% | -4.3% | 4.6% | 0.7 | 4.5% | -0.4 | -7.0
CC(=O)NC1CCCc2c1cnn2-c1ccc(C(C)(C)C)cc1 (configuration not stated) | 2.0% | -17.2% | -22.7% | -0.7% | -4.8 | 0.1% | -0.9 | 6.1
CCc1ccc(NC(=O)c2ccccc2SC)cc1 | -5.7% | -9.3% | 4.4% | -5.2% | 0.1 | -5.5% | -1.9 | 1.7
CN(CC(=O)Nc1ccc(Cl)c(S(=O)(=O)N(C)C)c1)Cc1ccccc1 | -0.9% | -12.8% | 4.1% | 12.7% | -2.1 | 0.0% | -0.7 | -0.2
Cc1ccccc1NS(=O)(=O)c1cc2c3c(c1)CC(=O)N3CCC2 | ? | -4.5% | 18.9% | -0.9% | 0.3 | -7.1% | 1.7 | 4.0
Cc1cccnc1NC(=O)NC(=O)c1ccc(C(C)(C)C)s1 | 3.4% | -0.8% | -21.1% | -0.4% | 1.3 | -11.4% | 0.5 | -5.6
CC(C)CN(C(=O)CSc1nc(-c2ccccc2)cn1N)c1c(N)n(Cc2ccccc2)c(=O)[nH]c1=O | -2.6% | -12.8% | -4.3% | -6.1% | -3.0 | -4.1% | -1.9 | -8.0
COc1ccc(C(=O)NC23CC4CC(CC(C4)C2)C3)cc1OC | 2.8% | -2.2% | -9.8% | 16.4% | 0.3 | -2.9% | 0.9 | 2.5
N#Cc1nc(-c2ccc(Cl)cc2)oc1NCC1CCCO1 (configuration not stated) | -5.2% | -10.2% | -5.7% | 11.7% | -0.5 | -3.4% | -1.5 | -1.3
Clc1cc(Cl)cc(Nc2ncn[nH]2)c1 | -1.9% | 2.4% | -0.2% | 1.1% | 1.2 | 3.8% | -0.3 | ·
COc1ccc(NCc2nnc(SCC(=O)NCc3ccco3)n2-c2ccccc2OC)cc1 | -7.4% | -13.5% | 12.0% | -0.1% | 1.5 | 7.4% | 0.5 | -3.0
COc1ccc(NC(=O)Cn2nnc(C(=O)NCc3cccs3)c2N)cc1Cl | 8.3% | -8.0% | -1.0% | 4.3% | -4.5 | -9.4% | -2.3 | -7.9
O=C1C=C(OCCCl)CC(c2cccc(Cl)c2)O1 (configuration not stated) | 7.3% | 2.6% | -15.1% | -1.6% | · | 0.1% | -0.1 | -0.2
CCn1cc(C(=O)OCC(=O)N(C)Cc2ccccc2)c(=O)c2ccc(C)nc21 | -3.2% | 1.3% | -4.6% | -7.0% | 0.4 | -5.9% | 0.0 | 2.5
CCN(C[C@H]1N[C@@](Cc2ccccc2)(C(=O)OC)[C@H]2C(=O)N(C)C(=O)[C@@H]12)C(=O)C1CCCCC1 | -17.7% | -18.3% | -0.9% | 9.1% | 0.5 | -0.1% | -0.4 | 0.6
CC(CC(=O)NNC(=O)c1cccc(Cl)c1)c1ccccc1 (configuration not stated) | -9.0% | ? | -5.6% | -2.7% | 1.0 | -0.6% | -1.7 | -4.2
CCSc1cc(N2CCCC2)nc(-c2ccc(F)cc2)n1 | 2.8% | -6.5% | 9.5% | 4.8% | -8.9 | -1.2% | 0.3 | 0.6
O=C1NC2C3CC(c4ccccc43)C12 (configuration not stated) | -3.2% | -4.5% | 0.5% | 9.5% | -1.4 | -5.9% | 0.0 | -6.5
COC(=O)c1cc(-c2c(C)oc3cc(OC)ccc3c2=O)c(C)o1 | -5.2% | -6.2% | 5.6% | 4.7% | 2.3 | -18.7% | 2.5 | ·
CCOC(=O)c1ccc(/C=N/O)[n+](Cc2ccccc2)c1 | 2.4% | -14.0% | -11.9% | 11.8% | -4.2 | 9.2% | 1.1 | -5.1

Three compounds already listed, ordered by molar mass, smallest number first:
SMILES | EPAC1 agonist | PLK1 PBD inh | EPAC1 antag | EPAC2 agonist | CCT modulator | WRN helicase inh | IL2 activator | PI5P4Ka inh
CCOC(=O)c1ccc(/C=N/O)[n+](Cc2ccccc2)c1 | 2.4% | -14.0% | -11.9% | 11.8% | -4.2 | 9.2% | 1.1 | -5.1
O=C1C=C(OCCCl)CC(c2cccc(Cl)c2)O1 (configuration not stated) | 7.3% | 2.6% | -15.1% | -1.6% | · | 0.1% | -0.1 | -0.2
CCn1cc(C(=O)OCC(=O)N(C)Cc2ccccc2)c(=O)c2ccc(C)nc21 | -3.2% | 1.3% | -4.6% | -7.0% | 0.4 | -5.9% | 0.0 | 2.5

(listing goes on)
SMILES | EPAC1 agonist | PLK1 PBD inh | EPAC1 antag | EPAC2 agonist | CCT modulator | WRN helicase inh | IL2 activator | PI5P4Ka inh
Cc1ccc(CNC(=O)CCC2CCCN(C(=O)c3ccc4c(c3)OCO4)C2)o1 (configuration not stated) | 3.1% | -14.4% | -14.1% | 5.7% | -3.6 | 3.3% | -1.8 | -3.2
Nc1ccc(Cc2nc3cc4ccccc4cc3[nH]2)cc1 | -10.1% | 0.7% | 1.9% | 9.6% | 1.0 | -1.0%[57.1 µM] | -0.6 | ·
COc1cc(N2Cc3ccccc3C2)ccc1C=O | -2.1% | ? | -24.7% | 10.4% | -0.8 | 2.9% | -4.3 | -15.4
O=C(CN1C(=O)NC2(CCCCC2)C1=O)NCC(=O)Nc1ccc(F)c(F)c1 | 4.9% | -8.1% | -2.4% | 22.0% | -19.8 | 2.5% | -6.0 | 4.4
Nc1ccc(-c2c3ccc(=O)cc-3oc3cc(O)ccc23)c(C(=O)O)c1 | 100µM* | ? | 160.4%[activator] | 126µM* | -15.6 | ? | 1.7 | -9.6
CN(C)CC/C=C1/c2ccccc2CS(=O)(=O)c2ccccc21 | 10.9% | -7.9% | 9.7% | 6.1% | -4.3 | 12.6% | -0.5 | -2.7
COc1ccc(CCN2C(=O)CC(NNC(=O)c3cccc(O)c3)C2=O)cc1 (configuration not stated) | 9.9% | -6.5% | -29.1% | 14.0% | -5.7 | -24.1% | 0.0 | -11.2
O=[N+]([O-])c1ccc(Cl)cc1N1CCCCC1 | -0.3% | -4.2% | -14.0% | -0.5% | -2.1 | -8.5% | 0.3 | 4.5
CN1CCC[C@@H]1CCNC(=O)c1cccc2c1C(=O)c1ccc(N3CCCC3)cc1S2(=O)=O | 13.2% | 5.8% | 3.4% | 8.3% | -0.4 | 2.8% | 2.4 | 2.8
O=C(CCOc1cccc(Br)c1)NNC(=O)COc1ccc(F)cc1 | 0.9% | -0.8% | 11.1% | -3.0% | 0.1 | 3.3% | 0.4 | 4.9

Entries shown so far containing a nitro group on carbon, in the order listed:
SMILES | EPAC1 agonist | PLK1 PBD inh | EPAC1 antag | EPAC2 agonist | CCT modulator | WRN helicase inh | IL2 activator | PI5P4Ka inh
O=[N+]([O-])c1cccc(CN2[C@@H](Cc3ccccc3)COCCS2(=O)=O)c1 | -11.2% | 0.8% | -4.3% | 4.6% | 0.7 | 4.5% | -0.4 | -7.0
O=[N+]([O-])c1ccc(Cl)cc1N1CCCCC1 | -0.3% | -4.2% | -14.0% | -0.5% | -2.1 | -8.5% | 0.3 | 4.5

Next section.
SMILES | EPAC1 agonist | PLK1 PBD inh | EPAC1 antag | EPAC2 agonist | CCT modulator | WRN helicase inh | IL2 activator | PI5P4Ka inh
O=C(NCCc1cccc(Cl)c1)c1ccc2c(c1)OCO2 | -5.3% | -3.5% | -6.2% | 3.9% | -2.7 | 10.7% | -2.4 | 4.7
CCn1c(SCC(=O)Nc2ccccc2N2CCOCC2)nnc1-c1ccccc1 | 14.7% | -12.7% | 5.9% | 13.4% | -1.0 | 7.8% | -1.2 | ·
C/C(=N\NC(N)=O)c1ccc(Cl)cc1 | -7.5% | 0.6% | 4.7% | 5.7% | 0.1 | 2.9% | -2.9 | -0.7
CCc1cc(=O)oc2cc(C)cc(OCC(=O)N3CCC(C(=O)O)CC3)c12 | -14.7% | -2.0% | 1.1% | 3.7% | 1.1 | -2.1% | -0.4 | 0.9
Cc1ccc(SCC(=O)NN2C(=O)c3ccccc3C2=O)cc1 | 2.4% | -6.7% | -19.0% | -8.8% | -0.6 | -11.6% | -0.4 | -5.2
O=[N+]([O-])c1ccccc1S(=O)(=O)N1CCN(Cc2ccsc2)CC1 | 8.5% | -4.9% | -18.3% | 13.9% | 2.9 | -13.3% | -0.2 | -2.5
O=C1c2cccc3cccc(c23)C(=O)N1CCN1CCN(CC(O)COc2ccc3ccccc3c2)CC1 (configuration not stated) | 11.7% | -5.4% | -20.6% | 11.1% | -0.3 | 21.9% | -1.8 | 2.4
C=CC[C@@H](CC(=O)N(CCO)Cc1ccccc1)C(=O)N[C@H](COC(=O)[C@@H](CC=C)CC(=O)OC(C)(C)C)C(C)(C)C | -22.9% | -1.2% | -3.7% | -3.6% | -3.2 | -8.3% | 0.2 | -4.3
CN(c1ccccc1)c1nc(N)c([N+](=O)[O-])c(Nc2ccccc2)n1 | 10.6% | -3.2% | -26.0% | -3.2% | 0.2 | -13.4%[57.1 µM] | -2.1 | 20.3

An excerpt; count on the stated rates, not on these rows.
